Bioassay records deposited in PubChem BioAssay by National Center for Advancing Translational Sciences (NCATS).
GALK inh – qHTS Assay for Inhibitors of Human Galactokinase (GALK): NCGC Sytravon Library Screen. 44,000 tested, under 10 active. recombinant GALK, Kinase-Glo ATP luminescence, 1 h. Potency, µM (highest dose often 57.5 µM), without a hit: at the highest dose activity, negative = inhibition, usual class: inhibitors. AID 1347072, 2019;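 note: plate controls were full GALK reaction for no effect and reaction lacking GALK for full effect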
Target sequence (P51570 whole entry, looked up): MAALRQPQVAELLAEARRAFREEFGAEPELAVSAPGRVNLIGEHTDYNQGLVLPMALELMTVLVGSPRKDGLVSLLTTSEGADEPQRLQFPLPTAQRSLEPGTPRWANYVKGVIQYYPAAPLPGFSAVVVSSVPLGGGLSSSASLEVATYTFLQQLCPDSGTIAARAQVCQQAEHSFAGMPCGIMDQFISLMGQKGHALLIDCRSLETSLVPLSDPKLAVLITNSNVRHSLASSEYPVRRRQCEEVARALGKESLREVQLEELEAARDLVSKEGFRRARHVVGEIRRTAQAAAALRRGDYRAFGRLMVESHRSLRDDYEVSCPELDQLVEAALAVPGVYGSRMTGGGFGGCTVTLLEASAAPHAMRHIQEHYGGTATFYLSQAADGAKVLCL
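Reactions with and without enzyme served as controls. GALK at 5 nM phosphorylates 100 uM galactose using 35 uM ATP (HEPES pH 8.0, Mg2+) for 1 h at RT, with luminescence read 10 min after adding Kinase-Glo Plus.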
NTMT1 inh – Primary qHTS for Inhibitors of N-terminal methyltransferase 1 (NTMT1): MTaseGlo Assay. AID 1645870, 2021. NTMT1 MTase-Glo SAH luminescence, purified enzyme. N-terminal Xaa-Pro-Lys N-methyltransferase 1 (Homo sapiens), Q9BV86. Potency, µM (top dose mostly 114 µM), for inactives: at the top dose activity change, negative = inhibition, most hits filed as inhibitors. 59,000 tested, 2.5% active;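 note: potency is the fitted concentration of half-maximal effect; plate controls were DMSO vehicle for no effect and no enzyme for full effect; nearly all actives have a fitted effect of over 65% in size; many of its hits are not listed in these tables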
Target sequence (Q9BV86 whole entry, looked up): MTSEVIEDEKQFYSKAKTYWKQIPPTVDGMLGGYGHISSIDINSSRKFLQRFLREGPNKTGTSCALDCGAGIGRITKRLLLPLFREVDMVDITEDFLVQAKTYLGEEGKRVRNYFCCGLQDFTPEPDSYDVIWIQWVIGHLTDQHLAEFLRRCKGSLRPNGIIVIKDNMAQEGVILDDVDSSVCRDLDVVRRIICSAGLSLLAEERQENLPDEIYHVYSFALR
FH mod – Identification of activators of human fumarate hydratase by quantitative high-throughput screening. Fumarate hydratase, mitochondrial (Homo sapiens), P07954. FH coupled MDH/diaphorase resazurin fluorescence, 15 min. Potency, µM (doses to about 79.9 µM), for inactives: top-dose activity change, negative = inhibition, actives largely listed as inhibitors. 54,000 tested, 0.22% active. AID 1347055, 2019; note: potency is the fitted concentration of half-maximal effect; % is set by controls: 0 for no effect and ±100 for the full control effect; the screen sought activators but most active calls are inhibition curves; nearly all actives have a fitted effect of over 45% in size
p53null 32C tox – qHTS Screen for Compounds that Selectively Target Cancer Cells with p53 Mutations: Cytotoxicity of p53 Null Cells at the Permissive Temperature; H1299-neo p53 null cells, ATP luminescence, 24 h, 32C; Potency, µM (series often up to 46.1 µM), for inactives: top-dose activity change, negative = cytotoxicity, actives largely listed as cytotoxic; 55,000 tested, 0.62% active;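 note: potency is the fitted concentration of half-maximal effect; 0% = DMSO only and -100% = full killing by 100 µM tamoxifen; nearly all actives have a fitted effect of over 55% in size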
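H1299-neo, 600 cells/well; overnight 37C; cpd up to 46 uM, 24 h at 32C; ATPlite luminescence after 20 min RT; normalized to DMSO (0%) and tamoxifen 100 uM (100% kill); Hill-fit AC50.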
B2AR arrestin ag – qHTS assay of beta-arrestin-biased ligands of beta2-adrenergic receptor: NCGC Sytravon Library Screen. Beta-2 adrenergic receptor (Homo sapiens), P07550. HTLA Tango cells, beta-arrestin recruitment, luciferase luminescence, 18 h. Potency, µM (highest dose often 46.1 µM), inactives show at the highest dose activation, hits mostly activators. 44,000 tested, under 10 active. AID 1347077, 2019;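 note: potency is the fitted concentration of half-maximal effect; 0% = DMSO and full agonism = EC100 isoproterenol or metaproterenol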
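Ligand-induced beta-arrestin recruitment to recombinant beta2-AR is measured via a tTA-driven luciferase reporter in Tango cells after 18 hr compound exposure at 37 degrees C. Concentrations span up to 46 microM.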
PTAP-TSG101 blk – qHTS Validation Assay for Inhibitors of HIV-1 Budding by Blocking the Interaction of PTAP/TSG101: Sytravon Library Screen. Fluorescence polarization, FITC-PTAP peptide/Tsg101, 20 min. Potency, µM (titrated, usually from 115 µM), without a hit: top-dose activity change, negative = inhibition, most hits filed as inhibitors. 44,000 tested, under 10 active; note: potency is the fitted concentration of half-maximal effect; 0% is about no effect
Target sequence (Q99816 whole entry, looked up): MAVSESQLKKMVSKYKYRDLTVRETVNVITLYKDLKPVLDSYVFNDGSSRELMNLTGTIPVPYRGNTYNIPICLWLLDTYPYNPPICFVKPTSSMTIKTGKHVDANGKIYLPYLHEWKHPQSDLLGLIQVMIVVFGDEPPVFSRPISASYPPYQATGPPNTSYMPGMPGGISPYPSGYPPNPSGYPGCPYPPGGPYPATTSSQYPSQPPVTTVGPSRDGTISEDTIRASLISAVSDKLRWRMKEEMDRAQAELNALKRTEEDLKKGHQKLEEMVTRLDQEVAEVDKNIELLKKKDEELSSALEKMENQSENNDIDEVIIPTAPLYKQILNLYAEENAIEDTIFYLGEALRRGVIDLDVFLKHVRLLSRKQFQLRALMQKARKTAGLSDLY
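The Tsg101 binding domain, at 10 uM final, is mixed with compound and a FITC peptide bearing the PTAP motif (50 nM final). After 20 min at r.t., polarization is measured; actives defined by CRC class, efficacy cut-off 60% inhibition.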
p53null 39C tox – qHTS Screen for Compounds that Selectively Target Cancer Cells with p53 Mutations: Cytotoxicity of p53 Null Cells at the Nonpermissive Temperature; Potency, µM (doses to about 46.1 µM), for inactives: at the top dose activity, negative = cell killing, most hits filed as cytotoxic; H1299 p53-null (neo) cells, 39C, ATPlite viability, 24 h; 55,000 tested, 0.97% active;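 note: potency is the fitted concentration of half-maximal effect; 0% = DMSO only and -100% = full killing by 100 µM tamoxifen; nearly all actives have a fitted effect of over 50% in size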
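Cells seeded at 600/well, 37C overnight. Compound added (up to 46 uM), plates shifted to 39C for 24 hr. ATPlite added, luminescence read after 20 min at room temperature.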
* marks the source's active call; other numbers are inactive results; ? = inconclusive; nt = no result given; [ ] = another dose, or the depositor's remark. Calls come from the whole dose curve; as a rule, active = well fitted curve in the direction sought with a large enough effect; inconclusive = small, poorly fitted or top-dose-only effect, or another doubt; inactive = no such curve, though single readings can be large; an effect the other way counts as inactive or inconclusive. A portion of the library (hit frequency here may not be typical).

Key to letters – A = GALK inh; B = NTMT1 inh; C = FH mod; D = p53null 32C tox; E = B2AR arrestin ag; F = PTAP-TSG101 blk; G = p53null 39C tox
O=C(c1cccc(F)c1)N1CCC(c2c[nH]c3ccccc23)(c2c[nH]c3ccccc23)CC1
  A: 8% | B: 25% | C: -13% | D: -8% | E: -2% | F: 0% | G: ?
COc1ccc(C(=O)NC(c2ccccc2Cl)c2cc(Cl)c3cccnc3c2O)cc1 (configuration not stated)
  A: 2% | B: 29% | C: -12% | D: ? | E: -1% | F: 0% | G: 10%
Cc1c(C(=O)NCc2ccccc2Cl)sc2nc3n(c(=O)c12)CCCC3
  A: -11% | B: ? | C: 3% | D: -6% | E: 0% | F: -7% | G: ?
COc1cc(C2c3c(-c4c(C)cc(C)cc4O)n[nH]c3C(=O)N2CCO)cc(OC)c1OC (configuration not stated)
  A: 0% | B: 10% | C: -2% | D: -4% | E: 5% | F: -1% | G: -10%
CCCCNC(=O)CSC1=Nc2ccccc2C2=NC(CCC(=O)NCc3ccccc3OC)C(=O)N12 (configuration not stated)
  A: -3% | B: 4% | C: -1% | D: 6% | E: -1% | F: 0% | G: 20%
CCc1nn(CC(=O)NCCCN2CCN(C)CC2)c(=O)c2cc3occc3n12
  A: -3% | B: 9% | C: 1% | D: -13% | E: -4% | F: 3% | G: -9%
COc1ccc(-c2ccc(NS(=O)(=O)c3ccccc3Cl)cc2)nn1
  A: 2% | B: 6% | C: -12% | D: -5% | E: 0% | F: 0% | G: -16%
Cc1cc(C)c(NC(=O)Cn2nnc3sc4c(c3c2=O)CCC(C(C)(C)C)C4)c(C)c1 (configuration not stated)
  A: -1% | B: 23% | C: 0% | D: -6% | E: -1% | F: -2% | G: ?
COc1ccc(NC(=O)CSc2nnc3scc(-c4ccc(Cl)cc4)n23)cc1
  A: 3% | B: 6% | C: -16% | D: ? | E: 0% | F: 1% | G: -15%
CC(=O)Nc1ccc(NC(=O)c2cc3sccc3n2Cc2ccc(F)cc2)cc1
  A: 3% | B: 18% | C: 15% | D: -14% | E: 1% | F: -7% | G: -5%
CC(=O)N1c2ccc(S(=O)(=O)Nc3ccc(Cl)cc3C)cc2CC1C (configuration not stated)
  A: 0% | B: 5% | C: -12% | D: 17% | E: -3% | F: -3% | G: 14%
Cc1cccc(NC(=O)Cn2c(=O)n(-c3ccccc3Cl)c(=O)c3c(C)c(C(=O)N(C)C)sc32)c1
  A: 1% | B: 16% | C: -7% | D: 1% | E: -1% | F: -2% | G: -7%
CCOc1ccc2nc(Cl)c(C3CC(c4ccccc4)=NN3C(=O)CCC(=O)O)cc2c1 (configuration not stated)
  A: 3% | B: nt | C: nt | D: -2% | E: 0% | F: -1% | G: -19%
C=Cc1ccc(Cn2c(SCC(=O)N3CCN(c4ccc(F)cc4)CC3)nc3ccccc32)cc1
  A: 12% | B: -2% | C: -10% | D: -5% | E: 1% | F: 0% | G: -5%
O=C(Nc1ncc(Cc2ccccc2Cl)s1)c1ccc2c(c1)CC(c1ccccc1)OC2=O (configuration not stated)
  A: -3% | B: 13% | C: 6% | D: 19% | E: -1% | F: -2% | G: -14%
CCOC(=O)c1c(C)[nH]c(C)c1S(=O)(=O)N1CCCC(C(=O)Nc2ccc(F)cc2F)C1 (configuration not stated)
  A: -1% | B: 1% | C: -15% | D: -7% | E: 0% | F: -9% | G: -5%
COc1ccc(CCC(=O)NCc2ccc3c(c2)CCN3C(=O)c2ccc(Cl)cc2)cc1
  A: 1% | B: -10% | C: 7% | D: -5% | E: -2% | F: -1% | G: 22%
COc1cccc(CNC(=O)c2cc(S(=O)(=O)N3CCCCC3)c[nH]2)c1
  A: 0% | B: 3% | C: -9% | D: -1% | E: ? | F: 2% | G: -26%
CCN1CCN(C(=O)c2ccc3c(c2)N(Cc2ccccc2F)C(=O)c2ccccc2S3(=O)=O)CC1
  A: 1% | B: 16% | C: 1% | D: 1% | E: -2% | F: 0% | G: -27%
CCN(C(=O)c1coc(=O)c2ccccc12)c1ccccc1C
  A: -3% | B: 1% | C: 0% | D: 5% | E: -2% | F: 2% | G: 3%
COc1ccc(CCNC(=O)c2ccc3c(c2)nc2n3CCOC2)cc1OC
  A: 1% | B: -11% | C: -16% | D: 1% | E: -1% | F: 1% | G: 19%
O=C(Cn1c2ncccc2c(=O)n1-c1ccccc1)NCc1ccccc1
  A: 0% | B: 4% | C: -8% | D: 7% | E: -1% | F: 0% | G: -13%
CCOc1ccc(NC(=O)c2c(NC(=O)c3ccncc3)sc3c2CCC(C(C)(C)C)C3)cc1 (configuration not stated)
  A: 4% | B: 13% | C: -33% | D: -12% | E: -2% | F: -10% | G: -7%
CCn1ccc2cc(S(=O)(=O)N3CCC(C(=O)NCc4ccc(OC(C)C)cc4)CC3)ccc21
  A: -1% | B: 15% | C: -1% | D: 2% | E: 2% | F: -2% | G: 5%
CC(C)(C)OC(=O)N1CCC(c2c(C(=O)N3CCN(c4ncccn4)CC3)cnn2-c2ccc(F)cc2F)CC1
  A: 2% | B: 2% | C: -5% | D: 5% | E: 0% | F: -3% | G: 0%
CC(C)Oc1ccc(C(=O)N(Cc2ccc(N(C)C)cc2)C2CCS(=O)(=O)C2)cc1 (configuration not stated)
  A: 0% | B: ? | C: 5% | D: 4% | E: 0% | F: 0% | G: -16%
Cc1ccccc1C(=O)Nc1ccc2oc(-c3ccc(Cl)c(Cl)c3)nc2c1
  A: 0% | B: nt | C: nt | D: -1% | E: 0% | F: 2% | G: 5%
COc1ccccc1CNC(=O)Cn1nc(C)c2nn(-c3ccc(Cl)cc3)c(C)c2c1=O
  A: 1% | B: 17% | C: 1% | D: 9% | E: -1% | F: 2% | G: -1%
COc1ccc(OC)c(NC(=O)C2CCN(S(=O)(=O)c3ccc4c(c3)CC(C)N4C(C)=O)CC2)c1 (configuration not stated)
  A: 5% | B: 1% | C: 3% | D: -1% | E: 0% | F: 3% | G: -1%
COc1cccc(C2CC(=O)Nc3c2c(=O)[nH]c2nc4ccccc4n32)c1 (configuration not stated)
  A: 0% | B: -2% | C: -12% | D: -17% | E: 0% | F: -4% | G: -8%
COc1ccc(-n2c(C)c(C(C)=O)c3cc(OC(=O)COc4ccccc4)ccc32)cc1
  A: -11% | B: -2% | C: -12% | D: 9% | E: -2% | F: 0% | G: 10%
CN1CCN(C(=O)Cn2ncc3c4ccccc4n(Cc4ccc(F)cc4)c3c2=O)CC1
  A: -5% | B: ? | C: -2% | D: 7% | E: -3% | F: 0% | G: -4%
CCn1cc(C(=O)N2CCN(c3ccccc3)CC2)c(=O)c2cc(S(=O)(=O)N3CCC(C)CC3)ccc21
  A: 0% | B: -2% | C: -12% | D: 19% | E: 0% | F: -7% | G: 17%
Cc1ccc(-c2nc3ccc(Br)cn3c2Nc2ccc3c(c2)OCO3)o1
  A: 0% | B: -3% | C: -1% | D: 3% | E: -2% | F: 3% | G: 9%
Cc1ccc(-n2ncc(C(=O)N3CCN(C4CCCCC4)CC3)c2C2CCN(C(=O)OC(C)(C)C)CC2)cc1C
  A: -1% | B: -18% | C: -5% | D: -3% | E: -1% | F: -4% | G: -2%
O=C(Cn1c(=O)c2ccccc2n(CC(=O)Nc2ccc(F)cc2)c1=O)NCCc1ccccc1
  A: 3% | B: -3% | C: 2% | D: -1% | E: -2% | F: -4% | G: 10%
CSc1ccc(CCNC(=O)c2ccc(-n3c(C)cc4c3CCCC4)cc2)cc1
  A: -4% | B: -4% | C: -17% | D: -18% | E: 9% | F: 0% | G: -19%
COc1ccc(S(=O)(=O)c2c(C(=O)c3ccc(C)c(C)c3)cnc3ccc(F)cc23)cc1
  A: 4% | B: -3% | C: -24% | D: 33%[activator] | E: 0% | F: 10% | G: 56%[activator]
CCOCCCn1c(SCC(=O)NCc2ccccc2)nc2c(sc3ccccc32)c1=O
  A: -2% | B: -6% | C: -10% | D: -6% | E: -1% | F: 0% | G: 0%
O=C(CN1CCN(Cc2ccc(F)cc2Cl)S1(=O)=O)Nc1ccc(F)cc1
  A: -1% | B: -4% | C: -7% | D: 4% | E: -1% | F: 0% | G: -3%

Taken from the results shown (4 entries):
Key to letters – A = GALK inh; B = NTMT1 inh; C = FH mod; D = p53null 32C tox; E = B2AR arrestin ag; F = PTAP-TSG101 blk; G = p53null 39C tox
CSc1ccc(CCNC(=O)c2ccc(-n3c(C)cc4c3CCCC4)cc2)cc1
  A: -4% | B: -4% | C: -17% | D: -18% | E: 9% | F: 0% | G: -19%
COc1ccc(S(=O)(=O)c2c(C(=O)c3ccc(C)c(C)c3)cnc3ccc(F)cc23)cc1
  A: 4% | B: -3% | C: -24% | D: 33%[activator] | E: 0% | F: 10% | G: 56%[activator]
CCOCCCn1c(SCC(=O)NCc2ccccc2)nc2c(sc3ccccc32)c1=O
  A: -2% | B: -6% | C: -10% | D: -6% | E: -1% | F: 0% | G: 0%
O=C(CN1CCN(Cc2ccc(F)cc2Cl)S1(=O)=O)Nc1ccc(F)cc1
  A: -1% | B: -4% | C: -7% | D: 4% | E: -1% | F: 0% | G: -3%

The list goes on.
Key to letters – A = GALK inh; B = NTMT1 inh; C = FH mod; D = p53null 32C tox; E = B2AR arrestin ag; F = PTAP-TSG101 blk; G = p53null 39C tox
COc1cccc(-c2ccc3c(N)c(C(=O)Nc4ccccc4C)sc3n2)c1
  A: -2% | B: 10% | C: ? | D: 0% | E: -2% | F: -3% | G: 0%
CCCCn1cc(S(=O)(=O)c2ccc(OC)cc2)c(=O)c2cc(F)c(F)cc21
  A: -12% | B: -12% | C: 4% | D: -7% | E: 1% | F: 1% | G: -11%
C=Cc1ccc(Cn2c(C(=O)OC)cc3sc(C)cc32)cc1
  A: 4% | B: 4% | C: -22% | D: 13% | E: -1% | F: 0% | G: 8%
CCOc1ccc(C(=O)Nc2ccc3nc4c(c(Nc5ccccc5OC)c3c2)CCCC4)cc1
  A: -1% | B: -8% | C: ? | D: -13% | E: 1% | F: 4% | G: ?
COc1ccc(NC(=O)Cn2c(=O)n(Cc3ccc4c(c3)OCO4)c(=O)c3ccc(C(=O)NC4CCCCC4)cc32)cc1
  A: -1% | B: 12% | C: 7% | D: 10% | E: 1% | F: -1% | G: 3%
COc1ccc(CCNC(=O)c2cc3c(=O)n(C)c4ccccc4c3s2)cc1OC
  A: -2% | B: -4% | C: -6% | D: 0% | E: 0% | F: -5% | G: -15%
